BCLXL inh – inhibitors of human Bcl-xL, primary screen, biochemical, fluorescence polarization, HTS. Bcl-2-like protein 1 (Homo sapiens), Q07817. inhibition, % at 10.9 µM. GST-Bcl-xL / FITC-Bim BH3 peptide fluorescence polarization. AID 2129, 2009. actives 0.7% (n = 320,000);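 active means inhibition above the mean of all tested compounds plus 3 SD, cutoff set per campaign, cut at about 30% in these data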;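 further: 0% = DMSO wells and 100% = unlabeled Bim-BH3 peptide competitor; inhibitors lower millipolarization by displacing the labeled peptide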
Target sequence (Q07817 whole entry, looked up): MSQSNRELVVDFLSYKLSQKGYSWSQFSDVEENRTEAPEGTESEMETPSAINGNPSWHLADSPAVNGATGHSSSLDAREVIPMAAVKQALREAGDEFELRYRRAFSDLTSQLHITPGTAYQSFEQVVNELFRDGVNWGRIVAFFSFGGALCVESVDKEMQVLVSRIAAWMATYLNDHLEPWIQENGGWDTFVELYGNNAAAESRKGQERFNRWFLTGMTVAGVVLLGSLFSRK
ZTA DNA inh – ZTA (EBV) inhibition in EBNA-1 counter-screen; AID 2234; ZTA-DNA binding, fluorescence polarization; actives 0.15% (n = 320,000); inhibition, % at 11 µM; in the data active means inhibition above about 33%
Target sequence (P03206 whole entry, looked up): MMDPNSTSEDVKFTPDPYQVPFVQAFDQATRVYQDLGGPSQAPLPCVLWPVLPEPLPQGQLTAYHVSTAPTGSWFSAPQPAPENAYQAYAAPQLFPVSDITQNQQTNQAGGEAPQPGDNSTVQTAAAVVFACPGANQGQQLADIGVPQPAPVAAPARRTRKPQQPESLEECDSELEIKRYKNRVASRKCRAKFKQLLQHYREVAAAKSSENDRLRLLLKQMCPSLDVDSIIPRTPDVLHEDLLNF
CR mimetic SO – reduction of superoxide in aged yeast, primary screen, HTS | S. cerevisiae aged cells, superoxide DHE fluorescence; stronger effect = lower value | superoxide response (% of plate mean), % at 10 µM | actives 0.18% (n = 330,000);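 active means superoxide response under a set limit, about three screen SD below normal, cut at about 65% in these data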;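 further: yeast aged for seven days with compound at 30 °C before DHE staining; 100% = average MFI of all compound-treated wells on the plate with controls excluded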
Efflux pump inh – inhibitors of Candida efflux pumps in yeast, primary screen, S. cerevisiae, Nile Red, multiplex; S. cerevisiae Candida pump triplex; inhibition, % at 10 µM; actives 0.44% (n = 330,000);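 active means plate passing quality check with inhibition over a set limit, or well fluorescence over plate mean plus 4 SD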;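 further: Nile Red retained in pooled yeast measured as flow cytometry median fluorescence; 0% = buffer negative control and 100% = Enniatin B positive control; higher means more Nile Red kept so more efflux inhibition; some compounds called inactive have numbers as strong as hits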
Fam108B counter – mouse Fam108B serine hydrolase inhibitors, primary screen, counter-screen for RBBP9 inhibitor project, biochemical, fluorescence polarization; inhibition, % at 9.51 µM; actives 0.33% (n = 300,000); recombinant Fam108B, FP-Rh probe fluorescence polarization;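 active means inhibition above the screen mean inhibition plus 3 SD, computed separately per campaign, cut at about 18% in these data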;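 further: inhibitors lower polarization as less probe binds the enzyme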
MEX-5 binding – MEX-5 zinc finger RNA-binding disruptors – biochemical, C. elegans, fluorescence polarization, MLPCN library, primary screen. actives 0.38% (n = 300,000). Zinc finger protein mex-5 (Caenorhabditis elegans), Q9XUB2. AID 1832, 2009. MEX-5/FITC-TCR2 RNA binding; stronger effect = lower value. activity score (negative = inhibition of binding), % at 10 µM;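 active means inhibition past about -25% in most replicates, and total fluorescence under double the plate's negative control median, limit read from the data; inconclusive means replicates evenly split on the limit, or fluorescence at least double controls; inactive means too little inhibition in most replicates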;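 further: 0% = DMSO and -100% = 5 µM competing unlabeled TCR2 RNA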
EBNA-1 inh – EBNA-1 DNA-binding inhibitors, primary screen, biochemical, fluorescence polarization. actives 0.34% (n = 300,000). AID 1950, 2009. inhibition, % at 14.8 µM; in the data active means inhibition above about 28%
MCL1 BIM primary – inhibitors of MCL1 binding to BIM-BH3, primary screen, biochemical, fluorescence polarization; inhibition, % at 10.9 µM; Induced myeloid leukemia cell differentiation protein Mcl-1 (Homo sapiens), Q07820; GST-MCL1 / FITC-Bim-BH3 fluorescence polarization; actives 0.68% (n = 320,000);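 active means inhibition above the mean inhibition of all tested compounds plus 3 SD, set per campaign, cut at about 40% in these data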;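 further: 0% = DMSO wells and 100% = unlabeled Bim-BH3 peptide control; higher means more loss of mP so more displacement of Bim peptide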
GLD-1 TGE inh – GLD-1/TGE RNA complex disruptors, primary screen, biochemical, fluorescence polarization; Female germline-specific tumor suppressor gld-1 (Caenorhabditis elegans), Q17339; purified GLD-1 + fluorescein TGE RNA; inhibition, % at 5.96 µM; actives 0.44% (n = 320,000);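 active means percent inhibition above a per-plate cutoff, the plate mean of test compounds plus 3 SD, cut at about 30% in these data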;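 further: 0% = DMSO wells with GLD-1 and probe and 100% = wells lacking GLD-1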
Target sequence (Q17339 whole entry, looked up): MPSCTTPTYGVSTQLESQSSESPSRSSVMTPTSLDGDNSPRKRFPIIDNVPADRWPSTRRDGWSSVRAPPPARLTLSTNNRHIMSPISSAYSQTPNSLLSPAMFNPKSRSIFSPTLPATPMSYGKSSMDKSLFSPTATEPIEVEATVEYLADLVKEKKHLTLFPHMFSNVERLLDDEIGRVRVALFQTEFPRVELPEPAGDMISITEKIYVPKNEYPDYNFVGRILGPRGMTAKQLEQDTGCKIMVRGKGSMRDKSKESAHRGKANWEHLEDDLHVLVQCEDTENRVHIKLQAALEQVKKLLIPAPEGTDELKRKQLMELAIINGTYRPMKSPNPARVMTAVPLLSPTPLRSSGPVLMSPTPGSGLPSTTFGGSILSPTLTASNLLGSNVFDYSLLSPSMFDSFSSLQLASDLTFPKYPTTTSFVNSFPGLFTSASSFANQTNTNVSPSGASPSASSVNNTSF
* marks the source's active call; other numbers are inactive results; ? = inconclusive; nt = not tested or not shown; + = active, no number.

SMILES | BCLXL inh | ZTA DNA inh | CR mimetic SO | Efflux pump inh | Fam108B counter | MEX-5 binding | EBNA-1 inh | MCL1 BIM primary | GLD-1 TGE inh
CCOc1ccccc1NC(=O)c1nnn(-c2ccc3c(c2)OCCO3)c1N | 3 | -1 | 104 | 0.0 | -7 | 1.2 | 5 | 2 | 7
COc1ccc2nc(NC(=O)CNS(=O)(=O)c3cccs3)sc2c1 | 2 | -3 | 87 | -0.6 | 1 | -5.7 | 6 | 9 | -2
CC(C)C(OC(=O)c1ccco1)C(=O)NCc1cccs1 (stereo not drawn) | 4 | 9 | 106 | 0.1 | -9 | 1.3 | 2 | -1 | 1
N#Cc1c(-c2ccc(Cl)cc2)c2c([nH]c1=O)-c1ccccc1OC2 | 12 | -6 | 104 | -0.2 | -4 | -28* | -2 | 5 | 2
CCOC(=O)C(CC)Sc1nnc2n1C(C)(C)Cc1ccccc1-2 (stereo not drawn) | 1 | 3 | 102 | 0.0 | -3 | 2.6 | 5 | 0 | 3
COc1ccc(-c2csc(NC(CO)c3nc4ccccc4n3CCOCCO)n2)cc1 (stereo not drawn) | 4 | 2 | 97 | -0.1 | 1 | 1.1 | 15 | -1 | 0
COc1ccc(OC)c2c1C(=O)c1ccccc1C2=O | + | 21 | 117 | -0.2 | 16 | ? | 5 | + | +
CC(=O)N(CN1C(=O)C2C3C=CC(C3)C2C1=O)c1cccc(Cl)c1 (stereo not drawn) | 6 | 10 | 96 | 0.0 | -5 | -0.3 | -2 | 1 | 6
CCOc1ccc(/C=N/NC(=O)C(OC)c2ccccc2)cc1 (stereo not drawn) | 4 | 18 | 98 | 0.0 | -2 | -1.6 | 10 | 1 | -6
COc1ccc(C(=O)N2CCCC(CO)(Cc3ccccc3C)C2)o1 (stereo not drawn) | 0 | -13 | 102 | -0.2 | 3 | -0.6 | 10 | 6 | -1
O=C(CCCN1C(=O)/C(=C/c2ccc(F)cc2)SC1=S)NCCCn1ccnc1 | 2 | -4 | 116 | 0.1 | 2 | -1.5 | 11 | 5 | 5
O=C(Cn1cnc2ccccc21)N/N=C/c1cccnc1 | 1 | 6 | 99 | 0.0 | 0 | 0.3 | -7 | -6 | -1
COc1ccccc1CCc1nnc(CCC(=O)NC(C)Cn2nc(C)cc2C)o1 (stereo not drawn) | 4 | 11 | 117 | 0.1 | -2 | -1.1 | -22 | 1 | -1
Cc1ccc2nc(NC(=O)Cn3cc4c(n3)CCCCC4)sc2c1 | 8 | 5 | 117 | 0.2 | -1 | -2.8 | -6 | 13 | -5
O=C(CN1C(=O)NC2(CCCC2)C1=O)N1CCN(S(=O)(=O)c2ccccc2Br)CC1 | 0 | -8 | 113 | 0.2 | -3 | 0.8 | 4 | 2 | 8
CC(=O)Nc1ccc(C(=O)OCc2ccc(F)cc2Cl)cc1 | 1 | -15 | 96 | -0.2 | -2 | 1.0 | 7 | -3 | -1
Cc1cc(C)nc(NS(=O)(=O)c2ccc(Br)s2)c1 | 5 | 14 | 91 | 0.1 | -2 | -2.2 | 13 | 0 | 6
COc1ccc(N(CCCN2C(=O)c3cccc4cccc(c34)C2=O)C(=O)c2cccc(OC)c2)cc1 | -1 | 3 | 104 | 0.1 | -8 | -1.2 | -9 | -1 | 5
CCC(COC)Oc1cc(NCc2ccccc2)c2ncn(C(C)C)c2c1 (stereo not drawn) | 9 | 10 | 109 | -0.4 | nt | nt | nt | 18 | -12
COc1ccc(CCCc2nnc(SCC(=O)Nc3nc(C)cs3)n2C)cc1 | -2 | -9 | 100 | 0.5 | 2 | 1.2 | -4 | 0 | 1
COc1ccc(C2=C(O)C(C)N(c3ccccc3)C2=N)cc1OC (stereo not drawn) | 12 | -3 | 83 | -0.1 | 0 | -1.8 | -8 | 15 | 4
Cc1cc(C)c2c(N)c(C(=O)N3CCN(c4ncccn4)CC3)sc2n1 | 4 | -3 | 106 | 0.2 | -2 | -2.0 | -11 | 4 | -3
Cc1ccc(C)c(N2CCN(C(=S)Nc3ccc4nc(N5CCOCC5)cc(C)c4c3)CC2)c1 | -1 | -5 | 122 | 0.8 | 7 | -2.1 | 3 | -2 | -5
COc1ccc(-c2ccc3ccccc3n2)cc1 | 3 | -26 | 100 | -0.1 | 4 | -0.2 | -7 | 2 | 0
COc1ccc(S(=O)(=O)N2Cc3ccccc3CC2C(=O)Nc2nccs2)cc1OC (stereo not drawn) | 2 | 9 | 97 | -0.1 | 1 | -1.5 | 3 | -4 | 3
CCCn1c(-c2ccc(OC)cc2)nc2nc3ccccc3nc21 | 11 | -14 | 113 | -0.1 | 1 | 4.1 | -6 | 11 | -1
CCN(CC)CCCCNc1ncc2cc(-c3cc(OC)cc(OC)c3)c(NC(=O)NC(C)(C)C)nc2n1 | -4 | -13 | 109 | 0.0 | -2 | 2.4 | -12 | -7 | -3
Cc1ccc[n+](C2C(c3ccc([N+](=O)[O-])cc3)C(C#N)=C([S-])NC2(O)C2CC2)c1 (stereo not drawn) | 5 | -18 | 102 | 0.0 | 5 | 1.9 | -11 | 1 | 2
CSc1ccc(CNc2nnnn2C)cc1 | 1 | 7 | 93 | -0.1 | 2 | -4.1 | 6 | 3 | -3
CSc1ccccc1NC(=O)CN(C)C(=O)Cn1c(=O)oc2ccccc21 | -4 | 10 | 98 | 0.0 | 0 | 0.6 | -5 | -10 | 1
COc1ccc(-c2nnc(SCC(=O)NCC3CCCO3)n2C)cc1 (stereo not drawn) | 2 | 6 | 106 | -0.1 | -2 | 1.2 | -7 | 0 | 0
Cc1ccc(Oc2c(C(N)=O)cc([N+](=O)[O-])cc2[N+](=O)[O-])cc1 | 2 | -9 | 105 | -2.4 | -5 | -1.3 | 3 | 0 | 0
COc1ccccc1NC(=O)NC1(C(=O)N2CCCCCC2)CCCCC1 | 4 | -8 | 93 | 0.4 | 4 | 0.4 | -11 | 2 | 6
O=C1CCCCCN1C(=O)c1cccc(C(=O)N2CCCCCC2=O)c1 | 2 | 1 | 92 | -0.1 | -2 | 0.7 | 7 | 8 | 12
CC(C)C(NS(=O)(=O)c1ccc2c(c1)OCCCO2)C(=O)O (stereo not drawn) | 2 | -2 | 102 | -0.2 | 0 | 3.1 | -1 | 7 | 1
O=C(O)CCC(=O)OCC1CCCO1 (stereo not drawn) | 8 | -10 | 122 | -0.1 | -2 | -1.5 | 11 | 5 | 9
CCNc1nc(NCC)nc(C(=O)NN)n1 | 0 | 11 | 104 | -0.1 | 4 | 0.0 | 0 | 0 | 2
Cc1ccc(NS(=O)(=O)c2cn(C)cn2)cc1 | 0 | 15 | 110 | 0.1 | 5 | -0.8 | -3 | -1 | 3
O=C1C2C3C=CC(C3)C2C(=O)N1/N=C/c1ccc(-c2ccccc2[N+](=O)[O-])o1 (stereo not drawn) | 22 | -9 | 107 | -2.5 | 7 | -1.4 | 3 | 25 | 14
CC(C)OC(=O)c1cc(NC(=O)C2C3CCC(O3)C2C(=O)O)cc(C(=O)OC(C)C)c1 (stereo not drawn) | 9 | 1 | 119 | 0.0 | -1 | 1.8 | 7 | 5 | -1
COc1ccc(C)cc1-n1nnnc1SCC1CCCCO1 (stereo not drawn) | 4 | -12 | 104 | -0.1 | -3 | -0.5 | -1 | 3 | 6
COc1ccc(N)cc1-n1c(C)ccc1C | 38* | -4 | 116 | 0.2 | 5 | -1.2 | -2 | 46* | 11
CCN(CC)CCNC(=O)c1ccc(NC(=O)c2cccc(S(=O)(=O)N3c4ccccc4CC3C)c2)cc1 (stereo not drawn) | 4 | 4 | 97 | 0.2 | -5 | 0.8 | 0 | -5 | -4
COc1cccc(CNC(=O)c2cccs2)c1 | 2 | -11 | 84 | -0.1 | 2 | 1.6 | 6 | 3 | 2
O=c1c2[nH]c3ccccc3c2ncn1CCN1CCNCC1 | -1 | -5 | 87 | -0.1 | 1 | -0.1 | -3 | -4 | -3
Cc1ccc(NS(=O)(=O)c2cc(C(=O)NCCSC3CCCCC3)ccc2C)cc1 | -2 | 3 | 98 | 0.1 | -34 | 2.2 | 3 | 3 | 12
Cn1nnnc1SCC(=O)N1c2ccccc2Sc2ccccc21 | -5 | -6 | 101 | 0.0 | -1 | -1.5 | -7 | -3 | 1
O=C(NCc1ccco1)/C(=C\c1ccco1)NC(=O)c1ccco1 | 21 | -8 | 90 | -0.2 | -2 | -3.4 | 0 | 18 | 12
O=C(Nc1ccccc1N1CCN(C(=O)c2ccc(Cl)cc2)CC1)c1ccc([N+](=O)[O-])o1 | -1 | -12 | 110 | 0.0 | 2 | 2.4 | 3 | 4 | 2
CCCCC(=O)Nc1ccc(N2CCN(C(=O)CC)CC2)cc1 | -4 | -7 | 76 | -0.2 | 0 | -0.8 | -1 | -1 | 4
CC(C)n1nc(C(=O)Nc2nc3ccc(S(C)(=O)=O)cc3s2)c2ccccc2c1=O | 5 | 2 | 104 | 0.1 | 0 | 1.7 | -1 | 3 | 6
CCCc1cc(=O)oc2cc(OCC(=O)NCCCn3ccnc3)c(Cl)cc12 | 5 | 0 | 81 | -0.2 | 0 | 0.7 | -11 | 6 | -3
CC(=O)c1sc(NC(=O)c2ccc(F)cc2)nc1-c1ccccc1 | 6 | 9 | 121 | 0.0 | -1 | 2.6 | 8 | 4 | 5
CCc1cc(Cn2nc(-c3ccccc3)cc2C(=O)NCc2ccc(C)cc2)on1 | 9 | -5 | 94 | -0.3 | -25 | -3.4 | 6 | 7 | 5
Cc1cc(C)c2nc(SC3CCOC3=O)cc(C)c2c1 (stereo not drawn) | 0 | 21 | 106 | 0.1 | -1 | -7.2 | 0 | 2 | 1
COc1ccc(/C=C/C(=O)Nc2nc(C)cc(C)n2)cc1OC | 1 | 5 | 87 | -0.1 | -6 | -0.8 | 3 | 5 | -8
CSc1ncc(C(C)=O)c(C)n1 | -13 | -7 | 86 | 0.4 | -9 | -1.3 | -21 | -22 | -3
Cc1ccc(N2CCN(c3cc(C)nc4nc(C)nn34)CC2)c(C)c1 | -3 | 17 | 97 | 0.3 | 1 | -0.1 | 0 | 6 | 5
CC(OC(=O)c1cnccn1)C(=O)c1ccccc1 (stereo not drawn) | -5 | 7 | 97 | 0.2 | 0 | 2.5 | 0 | -4 | -4
Cc1ccc(-c2cc(C(=O)Nc3c(C)n(C)n(-c4ccccc4)c3=O)[nH]n2)c(O)c1C | 3 | -9 | 86 | -0.1 | 3 | -4.0 | -7 | 4 | 8
COc1ccccc1C(=O)C1CCCN(C(=O)c2ccc3c(c2)OCCO3)C1 (stereo not drawn) | 1 | 4 | 85 | -0.1 | -5 | -1.6 | 6 | -1 | 7

A different layout for part of the listing above:
| SMILES | BCLXL inh | ZTA DNA inh | CR mimetic SO | Efflux pump inh | Fam108B counter | MEX-5 binding | EBNA-1 inh | MCL1 BIM primary | GLD-1 TGE inh |
| --- | --- | --- | --- | --- | --- | --- | --- | --- | --- |
| O=C1CCCCCN1C(=O)c1cccc(C(=O)N2CCCCCC2=O)c1 | 2 | 1 | 92 | -0.1 | -2 | 0.7 | 7 | 8 | 12 |
| Cc1ccc(Oc2c(C(N)=O)cc([N+](=O)[O-])cc2[N+](=O)[O-])cc1 | 2 | -9 | 105 | -2.4 | -5 | -1.3 | 3 | 0 | 0 |
